# RGS4 inhibitor: Inhibitors of Regulator of G Protein Signaling (RGS) 4: qHTS; Transcreener GDP fluorescence polarization, RGS4-accelerated GTP hydrolysis; AID 504845, 2011; Potency, µM (highest dose often 114 µM), without a hit: at the top dose activity change, negative = inhibition, usual class: inhibitors; actives 0.039% (n = 390,000); note: potency is the fitted concentration of half-maximal effect; % is set by controls: 0 for no effect and ±100 for the full control effect; nearly all actives have a fitted effect of over 75% in size; some results filed as inactive show a strong effect at the top dose
#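 MLSMR compounds (23 nl, pin-transferred) preincubated 10 min at room temperature with a 500nM (2x) first reagent, then RGS4 at 900nM (2x) plus Transcreener GDP mix added; fluorescence polarization (620/688 nm) read before and after 90 min at 30 °C.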
# LDHA inh: qHTS assay for inhibitors of human lactate dehydrogenase; actives 0.15% (n = 480,000); purified LDHA, NADH/diaphorase-resazurin fluorescence; stronger effect = lower value; activity change, % (values are at about 110 or 230 µM); L-lactate dehydrogenase A chain (Homo sapiens), P00338; in the data active = activity change below about -30%; inconclusive = mostly about -25% to -30%;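 note: plate controls were DMSO wells for no effect and wells without enzyme for full effect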
#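 LDH5 2 nM; NADH 0.06 mM, pyruvate 0.2 mM; 200 mM Tris pH 7.4, EDTA, Tween-20; 5 min RT. Detection: diaphorase 0.133 mg/mL + resazurin 37 µM, fluorescence ex540/em590 at 0 and 20 min; normalized to enzyme-free and DMSO wells.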
# ERG Ets-DNA blk: qHTS for Small Molecule Inhibitors of the ERG Ets/DNA interaction | Potency, µM (titrated, usually from 76.9 µM), for inactives: top-dose FP activity, negative = inhibition, usual class: inhibitors | actives 0.028% (n = 370,000) | Transcriptional regulator ERG (Homo sapiens), P11308 | fluorescence polarization, His-ERG Ets domain / labelled DNA; active = well fitted inhibition curve with a large enough effect in the polarisation, with a control signal flat; inconclusive = small, poorly fitted or top-dose-only effect, or effect the other way, or a change in a side signal; inactive = no such curve, though single readings can be large or run the other way; the % refers to the polarisation;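 note: polarization taken with two DNA probes labelled with fluorescein and Texas red; potency is the fitted concentration of half-maximal effect; % of control where 0% means no effect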
#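 His-tagged ERG Ets domain (1 uM in the protein solution; 300mM KCl, 50mM Tris-HCl, 1mM EDTA, 1mM DTT, pH 7.5) received compound, then a probe mix of 5 nM fluorescein-DNA and 100nM Texas-615-DNA. Fluorescence polarization was read for both dyes.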
# GRP78 ERSR act: qHTS for Inducers of the Endoplasmic Reticulum Stress Response (ERSR) in Human Glioma: qHTS | U87-MG GRP78 promoter luciferase reporter, 16 h | Potency, µM, for the others: top-dose activation, actives largely listed as activators | actives 0.02% (n = 420,000); note: potency is the fitted concentration of half-maximal effect; series mostly up to about 76 µM; % of control where 0% means no effect; nearly all actives have a fitted effect of over 35% in size
#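 ERSR induction read as luciferase luminescence (Bright-Glo, 10 min at room temperature) in stably transfected human U87-MG glioma cells exposed to compounds for 16 h, using GRP78 as sensor.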
# D2 antag: HTS Assay for Allosteric Antagonists of the Human D2 Dopamine Receptor: Primary Screen for Antagonists; D(2) dopamine receptor (Homo sapiens), P14416; HEK293 TREx D2 cells, calcium flux, dopamine EC80; AID 485344, 2010; inhibition, % at 10 µM; actives 2% (n = 340,000); in the data active = inhibition above about 30%; note: 0% is about no effect
# Target sequence (P14416 whole entry, looked up): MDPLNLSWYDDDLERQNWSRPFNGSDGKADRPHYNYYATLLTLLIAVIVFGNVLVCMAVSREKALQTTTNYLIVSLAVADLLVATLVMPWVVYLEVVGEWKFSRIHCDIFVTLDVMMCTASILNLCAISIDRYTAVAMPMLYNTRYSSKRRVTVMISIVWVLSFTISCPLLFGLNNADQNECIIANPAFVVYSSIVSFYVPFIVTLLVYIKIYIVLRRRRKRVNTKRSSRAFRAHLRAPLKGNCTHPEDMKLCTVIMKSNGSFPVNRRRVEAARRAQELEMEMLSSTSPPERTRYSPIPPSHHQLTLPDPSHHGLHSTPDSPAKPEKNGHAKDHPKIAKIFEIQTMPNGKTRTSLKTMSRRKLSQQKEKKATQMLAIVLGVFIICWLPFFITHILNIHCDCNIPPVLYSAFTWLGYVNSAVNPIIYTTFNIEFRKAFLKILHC
#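 HEK293 T-REx D2 cells, tet-induced, calcium dye no-wash. Cpd pintool add, 180 s kinetic, then EC80 DA, 180 s kinetic. Ca flux read.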
# ALOX12 inh: Primary qHTS assay for inhibitors of human arachidonate 12S-lipoxygenase (ALOX12): Round 2. purified 12hLO, xylenol orange hydroperoxide absorbance. Polyunsaturated fatty acid lipoxygenase ALOX12 (Homo sapiens), P18054. AID 1671190, 2021. actives 1.1% (n = 580,000). Potency, µM (doses to about 108 µM), for inactives: at the highest dose activity change, negative = inhibition, actives largely listed as inhibitors; note: potency is the fitted concentration of half-maximal effect; % is set by controls: 0 for no effect and ±100 for the full control effect
# Target sequence (P18054 whole entry, looked up): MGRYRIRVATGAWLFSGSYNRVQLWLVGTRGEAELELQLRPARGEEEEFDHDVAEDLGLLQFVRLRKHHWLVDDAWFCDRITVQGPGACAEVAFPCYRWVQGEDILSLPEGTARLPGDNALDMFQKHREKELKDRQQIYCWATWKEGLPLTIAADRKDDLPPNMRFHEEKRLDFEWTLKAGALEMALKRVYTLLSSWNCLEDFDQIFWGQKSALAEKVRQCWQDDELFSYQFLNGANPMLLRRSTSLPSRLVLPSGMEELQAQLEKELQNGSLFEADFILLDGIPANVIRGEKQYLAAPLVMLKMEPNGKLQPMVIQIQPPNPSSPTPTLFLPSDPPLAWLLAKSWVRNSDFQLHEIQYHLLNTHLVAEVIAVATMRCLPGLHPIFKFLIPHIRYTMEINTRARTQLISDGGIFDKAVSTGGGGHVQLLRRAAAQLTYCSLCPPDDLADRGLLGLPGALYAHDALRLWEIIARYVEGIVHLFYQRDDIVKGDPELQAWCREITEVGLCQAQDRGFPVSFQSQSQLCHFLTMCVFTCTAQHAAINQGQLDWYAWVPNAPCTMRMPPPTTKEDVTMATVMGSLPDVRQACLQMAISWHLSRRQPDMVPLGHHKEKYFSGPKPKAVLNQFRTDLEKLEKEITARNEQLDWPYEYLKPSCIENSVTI
#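 Hydroperoxide product was detected by ferrous iron/xylenol orange as the 573 to 405 nm absorbance ratio. Arachidonic acid at 40 uM (final) was turned over for 30 min at room temperature by 150 nM human 12hLO, pH 7.0 Hepes buffer, after 15 min compound preincubation.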
# Vif-APOBEC3F blk: qHTS for Inhibitors of Vif-A3F Interactions: qHTS. HeLa A3F-eYFP + Vif (tagged APOBEC3F with the HIV-1 protein that degrades it), YFP fluorescence increase. Potency, µM (highest dose often 46.1 µM), inactives show at the highest dose activity, negative = active. actives 0.2% (n = 390,000); note: potency is the fitted concentration of half-maximal effect; % of control where 0% means no effect; nearly all actives have a fitted effect of over 65% in size
#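 HeLa cells stably expressing Vif plus C-terminally eYFP-tagged A3F were seeded, incubated overnight at 37 deg C, dosed with compound, incubated overnight again at 37 deg C. Yellow fluorescence (Ex 488/Em 500-530) reported blocked Vif-mediated A3F-eYFP degradation.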
# Vif-APOBEC3G blk: qHTS for Inhibitors of Vif-A3G Interactions: qHTS; DNA dC->dU-editing enzyme APOBEC-3G (Homo sapiens), Q9HC16; HeLa A3G-eYFP + Vif (tagged APOBEC3G with the HIV-1 protein that degrades it), YFP fluorescence, overnight; Potency, µM (top dose mostly 46.1 µM), inactives show top-dose activity, negative = active, actives largely listed as inhibitors; actives 0.076% (n = 410,000); AID 602310, 2012;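 note: potency is the fitted concentration of half-maximal effect; % is set by controls: 0 for no effect and ±100 for the full control effect; nearly all actives have a fitted effect of over 60% in size; hits raise eYFP signal because A3G escapes Vif-driven loss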
#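 HeLa cells stably expressing Vif and C-terminally eYFP-tagged A3G, seeded overnight at 37 deg C, then exposed to compound by pintool overnight at 37 deg C. Rise in yellow fluorescence (Ex 488/Em 500-530, Acumen) marks blocked Vif-driven A3G degradation.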
# D2 agonist: HTS Assay for Allosteric Agonists of the Human D2 Dopamine Receptor: Primary Screen for Agonists. actives 0.53% (n = 340,000). HEK293 T-REx D2 cells, calcium flux agonist mode. activation, % at 2 µM. D(2) dopamine receptor (Homo sapiens), P14416;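 active = activation over 3 SD above normal in the single-dose calcium agonist read, cut at about 30% in these data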; note: 0% is about no effect
#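 HEK293 Trex D2 cells, tetracycline-induced, o/n 30 C 5% CO2; no-wash Ca dye, RT 30–90 min; 10-cycle baseline, 23 nl cpd added, kinetic Ca read 180 s; agonist hits = positive Ca response.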
# * marks the source's active call; other numbers are inactive results; ? = inconclusive; . = no result given; & = joins results of further samples; [ ] = dose if it differs, or a comment. Unless noted, calls come from the whole dose curve; as a rule, active = well fitted curve in the direction sought with a large enough effect; inconclusive = small, poorly fitted or top-dose-only effect, or another doubt; inactive = no such curve, though single readings can be large; an effect the other way counts as inactive or inconclusive.
SMILES,RGS4 inhibitor,LDHA inh,ERG Ets-DNA blk,GRP78 ERSR act,D2 antag,ALOX12 inh,Vif-APOBEC3F blk,Vif-APOBEC3G blk,D2 agonist
CNC(=O)c1c(C)noc1C,-11%,-2,-17%,1%,-3,18%,-8%,1%,0.7
O=C(O)CSCC(=O)Nc1ccc(C2CCCCC2)cc1,-16%,-3,-7%,-15%,.,30%[activator],-1%,-1%,.
CN1CCN(c2ccc3sc(-n4ccc5ccccc54)nc3c2)CC1,.,-5,.,-6%,.,-25%,0%,-28%,.
OCC1CCCN1C(=S)Nc1ccccc1 (centres undefined),0%,-7,-3%,-2%,-27,?,-17%,1%,0.6
Cc1ccc(NC(=O)c2cccc(S(=O)(=O)Nc3c(C)n(C)n(-c4ccccc4)c3=O)c2)cc1C,-2%,-1,-4%,6%,.,-1%,-2%,-8%,.
O=C(Nc1cccc(S(=O)(=O)N2CCOCC2)c1)c1ccc2ccccc2n1,5%,-8,0%,2%,5,-2%,6%,0%,-0.3
CN(C)S(=O)(=O)c1ccc(Cl)c(NC(=O)CN2CCc3ccccc3C2)c1,4%,-2,0%,-3%,87*,11%,10%,-1%,61*
CC(C)Oc1ccc(CNC(=O)CN2C(=O)CCn3nc(-c4cn(C)c5ccccc45)cc32)cc1,-15%,5,6%,-2%,.,-11%,-5%,0%,-0.2
CSc1ccc(CNC(=O)CCn2ccc3cc(S(=O)(=O)N4CCC(C)CC4)ccc32)cc1,-13%,0,-5%,1%,.,?,0%,-6%,0.8
CCc1ccccc1NC(=O)c1cc(C)no1,17%,-3,-10%,-8%,-15,-2%,0%,-6%,-2.6
COc1ccc(NC(=O)c2coc(C)c2)cc1,3%,1,11%,-1%,-29,-16%,6%,3%,0.2
N=c1c(C(=O)NCCc2ccccc2)cc2c(=O)n3ccccc3nc2n1Cc1ccco1,-21%,-11,16%,-4%,-11,-26%,-11%,2%,-0.5
N#Cc1ccccc1Cn1c(=O)n(CCCC(=O)NCc2ccc3c(c2)OCO3)c(=O)c2ccccc21,-2%,-4&-8,-11%,-5%,-15,?,-11%,0%,-0.9
O=[N+]([O-])c1cc(CN2CCCCCC2)ccc1O,-12%,3,3%,2%,-9,-18%,-2%,-1%,0.0
Cc1ccc(S(=O)(=O)N(C)c2ccccc2C(=O)N2CCOCC2)cc1,-10%,-7,-14%,0%,-3,.,5%,0%,0.3
COc1ccc(C(CNC(=O)c2oc3cc(Br)ccc3c2C)N2CCCCC2)cc1 (centres undefined),11%&0%,-1&-1,-6%&1%,-3%&-3%,61*,?,11%&-1%,-3%&-2%,-0.1&-0.6
CC(C)OC(=O)CC(NC(=O)OC(C)(C)C)c1ccccc1 (centres undefined),2%,2,-3%,-1%,7,-4%,-1%,4%,1.9
Cn1c(=O)c2c(nc(Oc3cccc(O)c3)n2C)n(C)c1=O,-1%,-7,3%,1%,0,3%,-1%,-3%,-1.0
CCCCNC(=O)CCn1nc(-c2ccc(Cl)cc2)c2ccccc2c1=O,25%&6%,-11&-4,0%&-1%,1%&-1%,-2,42%&-4%,-6%&-5%,1%&0%,-1.9&-1.6
CCc1nn(CC(=O)NC(C)CC)c(=O)c2cc3occc3n12 (centres undefined),-25%,-3,1%,0%,.,-15%,-9%,0%,0.2
COc1ccc(C(=O)OC/C(O)=C(\C#N)c2nc3ccccc3[nH]2)cc1S(=O)(=O)N1CCOCC1,-20%,4,0%,1%,-10,15%,8%,-8%,-1.0
CCOC(=O)N1CCc2c(sc3c2c(=O)n(-c2ccc(Cl)cc2)c(=O)n3Cc2cccc(C)c2)C1,-1%,4,1%,-3%,.,-6%,-8%,-7%,0.4
S=c1[nH]nc(-c2cccs2)n1/N=C/c1cn(-c2ccccc2)nc1-c1ccccc1,-11%,-7,28%,-5%,-9,0%,?,-1%,1.8
CC1(C)CC(=O)C=C(Nc2cc(-c3ccccc3)[nH]n2)C1,-17%,-13,-3%,0%,-3,-13%,-10%,3%,1.1
O=C(OCCN1CCOCC1)c1cccc(F)c1,1%,-13,0%,0%,12,-20%,12%,0%,-0.6
CCOC(=O)Cn1cc(Cl)cc(C(=O)Nc2ccccc2)c1=O,-20%[56.9 µM],3,7%,3%,-12,0%,-2%,-17%,.
Cc1ccccc1-n1ncc2c1CC(C)(C)CC2NC(=O)c1snnc1C (centres undefined),-10%[56.9 µM],-2,-8%,10%,0,-1%,-5%,1%,-0.3
Cc1ccc([N+](=O)[O-])c(OCCN2CCCCCC2)c1,13%,-18,5%,3%,2,-24%,5%,-8%,-1.1
Cc1ccc(SSc2cc(C)ccc2N)c(N)c1,?,-2,-4%,2%,-3,10µM*,2%,-19%,-0.8
O=S(=O)(/C=C/c1ccccc1)N1CCOCC1,4%,-3,7%,-4%,-1,1%,2%,1%,-0.1
COC(=O)Cc1c(O)ccn(Cc2ccc(F)cc2)c1=O,31%,-7,-6%,0%,-2,14%,0%,2%,-0.4
CC(OC(=O)CCC(=O)N1CCN(S(=O)(=O)c2ccc3ccccc3c2)CC1)C(=O)NC(N)=O (centres undefined),5%,-5,18%,-1%,2,-41%,-5%,-1%,0.1
COCCNC(=O)C1CCCN(C(=O)c2cc(-c3cccs3)oc2C)CC1 (centres undefined),.,-11,.,1%,.,-20%,.,-3%,.
CCN(C(=O)COC(=O)c1ccc(Cl)nc1)C1CCS(=O)(=O)C1 (centres undefined),23%,0,8%,-6%,17,11%,11%,0%,1.4
Cc1ccc(C(=O)CCC(=O)N2CCC(C(N)=O)CC2)s1,17%,-2,12%,-3%,.,1%,4%,-2%,.
COc1ccc2cc(CCNC(=O)C(C)(C)C)c(=O)[nH]c2c1,10%,-4,-4%,-1%,-6,14%,-1%,-2%,0.3
O=C(NC1CCS(=O)(=O)C1)c1ccc(-c2ccc(Br)cc2)o1 (centres undefined),11%,-17,.,3%,-10,11%,-5%,0%,-0.3
COCCCNC(=O)c1ccc(CNS(=O)(=O)c2ccc(NC(C)=O)cc2)cc1,-51%,-10,-6%,-3%,16,15%,-2%,1%,-0.3
COC(=O)[C@H](Cc1ccccc1)NC(=O)N1CCN(c2ccccc2)CC1,10%,3,7%,-2%,-7,-2%,9%,1%,0.5
O=C1c2ccccc2CN1CCNC(=S)NC1CCCCC1,-15%,-2,25%,3%,-13,?,12%,3%,0.1
O=Cc1c(NCCN2CCCC2)c2ccccc2[nH]c1=O,-21%,-4,-11%,-3%,-6,24%,12%,-2%,-0.7
Cc1ccccc1OCCCCCNCCO,-28%,-3,0%,-3%,-1,3%,1%,5%,0.0
CCCN1C(C)C(C(=O)OCC)=CN(Cc2ccc(Br)cc2)S1(=O)=O (centres undefined),-5%,-2,8%,-2%,.,3%,9%,-4%,.
CC(C)Nc1nc(NC(C)C)nc(Oc2ccc(=O)n(C)n2)n1,-27%,-5,-6%,?,2,2%,5%,-3%,1.2
COC(=O)c1ccc(COc2ccccc2OC)o1,17%,0,-5%,-2%,-1,92%[activator],-2%,5%,-0.8
CCOC(=O)C1(CC2CCCCO2)CCN(Cc2cccnc2)CC1 (centres undefined),8%,-7,-2%,-4%,-8,1%,0%,0%,-0.2
Cc1cc(C(=O)Nc2ccc(Cl)cc2)c(C)n1Cc1cccs1,4%,0,4%,1%,0,0%,-8%,-17%,1.7
CCc1ccccc1NC(=O)Cc1c(C(=O)O)[nH]c2ccc(Cl)cc12,4%,-13,3%,0%,.,?,-1%,4%,0.3
Cc1ccc(/C=N/NC(=O)c2cccs2)s1,28%,-2,-12%,-4%,-4,8%,-2%,-4%,0.0
O=C(COC(=O)c1cccnc1)Nc1ccccc1,-27%,-2,1%,-1%,10,0%,0%,-2%,0.0
Cc1ccc2nc(/N=C(\N)NC(=O)N3c4ccccc4Sc4ccccc43)nc(C)c2c1,-7%,-5,3%,-1%,-3,?,7%,-3%,-1.0
CCOCCCNC(=O)N[C@H](C(=O)OC)C(C)CC (some centres undefined),-40%,-1,-9%,-2%,6,6%,6%,-1%,0.3

# Retrieved one by one from the list above, 2 records:
SMILES,RGS4 inhibitor,LDHA inh,ERG Ets-DNA blk,GRP78 ERSR act,D2 antag,ALOX12 inh,Vif-APOBEC3F blk,Vif-APOBEC3G blk,D2 agonist
Cc1ccccc1OCCCCCNCCO,-28%,-3,0%,-3%,-1,3%,1%,5%,0.0
O=C(COC(=O)c1cccnc1)Nc1ccccc1,-27%,-2,1%,-1%,10,0%,0%,-2%,0.0

# Screens from PubChem BioAssay.

# This is a subset; rates above refer to the full screens.
